# Screens: PubChem BioAssay, several laboratories
# ABCB6 inh MLPCN: inhibitors of human ABC transporter ABCB6; fluorescence ratio to DMSO, % at 10 µM; 0.19% of 360,000 active; AID 602162; K562-ABCB6 porphyrin accumulation, flow cytometry, 1 h; hits give low values;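 active = fluorescence ratio to DMSO below 75%, the collection mean minus 3 SD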;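 note: signal is porphyrin accumulated inside mitochondria; 100% equals median channel fluorescence of DMSO control wells; lower ratio means ABCB6 inhibition with less porphyrin fluorescence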
# HTR2A ag: mouse HTR2A agonism via beta-arrestin recruitment; CHO-K1 mHTR2A beta-arrestin complementation, luminescence; percent of 30 µM serotonin response; activation, % at 7.6 µM; P35363; AID 624169; 0.66% of 360,000 active;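 active = activation above a run cutoff, the mean activation of all tested compounds plus 3 SD, cut at about 14% in these data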;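 note: 0% = plate median of compound wells and 100% = 30 µM serotonin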
# TLR9-MyD88 block: TLR9-MyD88 interaction inhibition; AID 504734; Q9NR96+Q99836; inhibition, % at 4.98 µM; 0.21% of 340,000 active; CHO BLA complementation TLR9-MyD88, CCF4 FRET ratio;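 active = inhibition above the mean over all tested compounds plus 3 SD, cut at about 21% in these data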;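 note: 0% = DMSO only wells and 100% = clavulanate BLA inhibitor control wells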
# N-glyco inh: blocks N-linked glycosylation in D54 reporter cells; D54 ERlucT glycosylation luciferase reporter, 24 h; percent of 100 nM tunicamycin response; reporter increase, % at 12.5 µM; 0.23% of 360,000 active; AID 588692;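 active = mean luciferase reporter signal, scaled so untreated is 0 and the glycosylation-blocking control 100, at or above a set limit in every replicate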;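 note: luciferase carries N-glycosylation sites so blocking glycosylation raises the light; 0% = median of neutral control wells and 100% = median of 100 nM tunicamycin wells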
# MC4R antag cAMP: blocks human MC4R cAMP signaling; P32245; MC4R-expressing cells, MTII-stimulated cAMP, LANCE TR-FRET; inhibition, % at 6.5 µM; 0.48% of 360,000 active; AID 540295;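 active = inhibition above its plate's cutoff, the mean of tested wells on that plate plus 3 SD, cut at about 29% in these data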;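 note: 0% = Melanotan II alone and 100% = Melanotan II plus saturating MCL0020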
# Target sequence (P32245 whole entry, looked up): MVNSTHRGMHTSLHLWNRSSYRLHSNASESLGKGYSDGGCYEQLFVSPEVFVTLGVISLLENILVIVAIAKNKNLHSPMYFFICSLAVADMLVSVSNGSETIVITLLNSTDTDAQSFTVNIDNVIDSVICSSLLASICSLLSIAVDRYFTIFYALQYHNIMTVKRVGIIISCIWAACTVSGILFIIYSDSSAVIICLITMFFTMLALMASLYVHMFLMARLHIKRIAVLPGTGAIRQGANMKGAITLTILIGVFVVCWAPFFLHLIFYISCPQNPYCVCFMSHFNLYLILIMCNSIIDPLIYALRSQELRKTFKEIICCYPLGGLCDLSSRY
#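 Material: human MC4R-expressing U2OS cells. Probe or stimulus: Melanotan II challenge. Dosing: 6.5 µM single dose. Times: 30-min compound, 1-h challenge, 1-h detection, room temperature. Technique: TR-FRET with Eu-cAMP and labeled anti-cAMP, 671 nm. Replication: singlicate.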
# NOD2 RIPK2 PPI: blocks binding of human NOD2 to RIPK2; O43353; CHO BLA complementation NOD2-RIPK2, CCF4 ratio; inhibition, % at 4.98 µM; 0.38% of 360,000 active; AID 624267; in the data active = inhibition above about 21%;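 note: 0% = vehicle only and 100% = reference blocker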
# Target sequence (O43353 whole entry, looked up): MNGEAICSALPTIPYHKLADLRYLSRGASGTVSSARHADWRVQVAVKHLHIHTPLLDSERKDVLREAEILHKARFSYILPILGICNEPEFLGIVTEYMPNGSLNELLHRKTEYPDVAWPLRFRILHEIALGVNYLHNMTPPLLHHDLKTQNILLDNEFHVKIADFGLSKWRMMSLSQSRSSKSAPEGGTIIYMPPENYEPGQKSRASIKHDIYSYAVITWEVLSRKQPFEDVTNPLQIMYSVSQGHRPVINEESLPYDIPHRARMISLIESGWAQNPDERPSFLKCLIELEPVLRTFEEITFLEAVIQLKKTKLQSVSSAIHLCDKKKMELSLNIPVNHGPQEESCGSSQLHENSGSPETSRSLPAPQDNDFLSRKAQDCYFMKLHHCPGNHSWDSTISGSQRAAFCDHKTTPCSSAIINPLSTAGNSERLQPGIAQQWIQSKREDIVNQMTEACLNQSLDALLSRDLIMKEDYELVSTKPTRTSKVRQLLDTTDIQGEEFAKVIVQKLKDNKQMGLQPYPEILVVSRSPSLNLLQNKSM
# NCOA2 inhibitor: inhibits human steroid receptor coactivator 2 | HEK293 GAL4-SRC2 luciferase reporter, luminescence | inhibition, % at 9 µM | AID 651957 | 0.17% of 370,000 active;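 active = inhibition above the mean inhibition of all tested compounds plus 3 SD, set per campaign, cut at about 52% in these data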;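 note: 0% = DMSO treated cells and 100% = cells given Gossypol at 36 µM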
# H9c2 protect: protects H9c2 cardiomyocytes from peroxide injury; 0.63% of 360,000 active; H2O2 injury protection, ATPLite, 2 h; protection from H2O2 cell death, % at 20 µM;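 active = compounds giving at least 50% protection of heart cells from peroxide-induced death in the single-dose screen, raw or plate-pattern-corrected value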;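 note: 0% = DMSO wells with peroxide and 100% = DMSO wells without peroxide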
# ABHD5-PLIN5 inh: inhibitors of human ABHD5-perilipin-5 interaction. inhibition, % at 4 µM. Q00G26+Q8WTS1. 0.78% of 360,000 active. Split G. princeps luciferase complementation, luminescence, 4 h. AID 602281;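 active = inhibition above the mean inhibition across every tested compound plus 3 SD, cut at about 22% in these data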;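 note: 0% = DMSO only wells and the 100% control is not disclosed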
# MC4R barr agon: agonists of human melanocortin 4 receptor (MC4R) beta-arrestin; P32245; U2OS MC4R beta-arrestin complementation, luminescence; percent of melanotan II response, DMSO zero; activation, % at 8.9 µM; 0.98% of 360,000 active;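 active = activation above a per-plate cutoff, the mean activation of sample wells on that plate plus 3 SD, cut at about 8% in these data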
# * hit, by the source's call; · = not tested or not shown.
SMILES,ABCB6 inh MLPCN,HTR2A ag,TLR9-MyD88 block,N-glyco inh,MC4R antag cAMP,NOD2 RIPK2 PPI,NCOA2 inhibitor,H9c2 protect,ABHD5-PLIN5 inh,MC4R barr agon
CC(C)(C)OC(=O)N[C@@H](C(=O)OC(C)(C)C)c1ccc(C(F)(F)F)cc1,97,0,-1,0,0,-3,-16,-4,6,2.6
O=C(Cn1cncn1)NCc1cccc2ccccc12,97,4,-4,2,-2,-4,-10,3,1,-0.3
O=C(CN1C(=O)c2ccccc2S1(=O)=O)NCCc1ccc(F)cc1,97,8,-9,0,2,-7,-9,5,8,-1.2
COc1cc(/C=N/NC(=O)c2ccncc2)ccc1OCC(=O)Nc1ccccc1,100,-1,1,-3,-1,-13,-22,25,6,1.6
Cc1nn(CC(=O)Nc2ccc(Br)cc2F)c(=O)c2cccn12,97,-1,1,2,8,0,4,10,-2,-3.1
CCOc1ccc(OCc2ccc(C(=O)NC(C)(C)C)o2)cc1,92,0,2,-1,0,-6,24,-8,9,-0.1
O=C(c1ccc(F)cc1)N1CCC(c2ccccc2)C1 (stereo not given),106,0,-12,-2,-1,-22,-50,0,7,1.8
O=C1CNC(=O)N1c1ccc(Cl)cc1,99,-2,-5,2,-4,-2,-12,11,0,-0.7
Cn1c(=O)n(CCOc2ccc(Cl)cc2Cl)c2ccccc21,96,1,-2,1,1,-13,-18,-12,7,6.7
COC(=O)[C@H](CO)N1C(=O)[C@@H]2[C@H](C1=O)C1C=C[C@H]2C1,98,4,-5,1,0,2,-9,15,6,0.7
CCCNC(=O)Nc1ccc2c(c1)OC[C@H](C)N(C(=O)C1CCCCC1)C[C@@H](C)[C@H](OC)CN(C)C2=O,·,-4,·,·,·,0,23,·,-3,·
COCCCNC(=O)CCc1c(C)c2cc3c(C)coc3cc2oc1=O,98,-1,10,-3,16,-1,16,-7,2,-1.3
O=C(Cc1ccccc1)NCC(=O)OCc1ccc([N+](=O)[O-])cc1,99,5,10,4,9,3,-2,0,1,-1.7
COc1cccc2cc(-c3ccnc(N)n3)oc12,96,-4,-1,2,1,-10,-53,-5,1,-3.3
COc1ccc(OC)c(CN2CCN(C(=O)CNC(=O)c3cc(C)cc(C)c3)CC2)c1,103,-2,-11,-1,-4,-1,-42,4,-5,-1.6

# Arranged by SMILES length (ascending): 9 of the compounds above.
SMILES,ABCB6 inh MLPCN,HTR2A ag,TLR9-MyD88 block,N-glyco inh,MC4R antag cAMP,NOD2 RIPK2 PPI,NCOA2 inhibitor,H9c2 protect,ABHD5-PLIN5 inh,MC4R barr agon
O=C1CNC(=O)N1c1ccc(Cl)cc1,99,-2,-5,2,-4,-2,-12,11,0,-0.7
COc1cccc2cc(-c3ccnc(N)n3)oc12,96,-4,-1,2,1,-10,-53,-5,1,-3.3
O=C(c1ccc(F)cc1)N1CCC(c2ccccc2)C1 (stereo not given),106,0,-12,-2,-1,-22,-50,0,7,1.8
Cn1c(=O)n(CCOc2ccc(Cl)cc2Cl)c2ccccc21,96,1,-2,1,1,-13,-18,-12,7,6.7
COCCCNC(=O)CCc1c(C)c2cc3c(C)coc3cc2oc1=O,98,-1,10,-3,16,-1,16,-7,2,-1.3
O=C(Cc1ccccc1)NCC(=O)OCc1ccc([N+](=O)[O-])cc1,99,5,10,4,9,3,-2,0,1,-1.7
COc1cc(/C=N/NC(=O)c2ccncc2)ccc1OCC(=O)Nc1ccccc1,100,-1,1,-3,-1,-13,-22,25,6,1.6
COc1ccc(OC)c(CN2CCN(C(=O)CNC(=O)c3cc(C)cc(C)c3)CC2)c1,103,-2,-11,-1,-4,-1,-42,4,-5,-1.6
CCCNC(=O)Nc1ccc2c(c1)OC[C@H](C)N(C(=O)C1CCCCC1)C[C@@H](C)[C@H](OC)CN(C)C2=O,·,-4,·,·,·,0,23,·,-3,·

# Remaining list, next part:
SMILES,ABCB6 inh MLPCN,HTR2A ag,TLR9-MyD88 block,N-glyco inh,MC4R antag cAMP,NOD2 RIPK2 PPI,NCOA2 inhibitor,H9c2 protect,ABHD5-PLIN5 inh,MC4R barr agon
O=C1c2ccccc2-c2cccnc21,98,-6,-3,2,5,6,-10,5,-5,-1.4
Cc1cc(NC(=O)c2ccc(F)cc2F)n(-c2nc3ccccc3[nH]2)n1,101,7,-10,-11,-4,-1,·,-11,0,-2.3
CC(C)Oc1ccc(C(CC(=O)O)NC(=O)c2cccs2)cc1 (stereo not given),100,6,0,1,4,-4,0,7,14,3.9
O=C(Nc1ccc(NC(=O)C23CC4CC(CC(C4)C2)C3)cc1)c1cc(F)c(F)cc1Cl,99,3,6,0,-1,6,-13,8,-1,-3.2
Cc1cc(-c2ccccc2)c2c3c(cn2n1)c(=O)n(C)c(=O)n3C,92,-1,-1,1,-6,-5,14,3,-8,-1.2
Cc1ccc(CC2(OCCN(C)C)CCC(C(C)(C)C)CC2)cc1 (stereo not given),90,1,-1,-9,-7,-11,17,-20,26*,4.2
CCN(CC(=O)Nc1ccc(NC(C)=O)cc1)C(=O)c1cccc(Oc2ccccc2)c1,98,11,7,-1,11,-2,-9,-4,10,-0.5
O=C(O)C1CCCCC1C(=O)NCc1ccncc1 (stereo not given),97,-2,-2,2,12,-7,-14,3,-5,-1.5
Clc1ccccc1CNc1nc2ccccc2n2cnnc12,97,2,-7,-1,-8,8,-11,11,5,0.9
CCOc1ccc(N=C(NC#N)SCC)cc1,92,0,-11,3,6,1,-4,-4,0,2.0
O=C(CCSc1ccccc1)N1CCN(c2ccccc2F)CC1,97,-5,10,1,-2,0,-61,1,-1,-2.7
CCC(=O)Nc1ccc(C(=O)N/N=C/c2c(C)[nH]c3ccccc23)cc1,98,-2,0,0,-5,-8,-25,4,-1,-2.7
O=C1OC2(O)C3C4C=CC(C4)C3C(=O)N2c2ccccc21 (stereo not given),80,-1,3,-2,7,1,-4,1,-5,-2.6
COc1cccc(OCC(=O)NNC(=O)C(=O)N2CCCC2)c1,99,0,9,1,4,-12,-24,2,5,-1.0
Cc1ccc(C2=C(O)C(=O)C(c3ccc(C)cc3)=C(O)C2=O)cc1,82,1,1,11,5,0,-4,10,5,-1.9
COc1ccccc1NC(=O)Oc1ccc(C(C)=O)cc1,100,2,8,0,1,-1,0,7,-1,1.1
Clc1ncccc1-c1nnn(-c2ccccc2)n1,92,1,-3,-13,-10,-13,-51,-6,-1,-2.6
CC(=O)c1sc(Nc2nc(C)cc(C)n2)nc1C,90,2,3,21,-7,7,·,5,2,-1.5
Cc1cc2ccccc2n1CCNC(=O)C(C)Oc1ccccc1 (stereo not given),111,-2,11,-1,8,7,-26,14,9,-0.7
CCCN(CCC)C(=O)Nc1ccc(F)cc1F,103,-3,-7,1,13,-1,-1,-2,-1,0.4
COc1cccc(NC(=O)c2cc3ccccc3oc2=O)c1,96,1,2,-17,5,-2,-61,-9,-2,0.3
O=C1c2cccc3c(Nc4ccccc4Cl)c([N+](=O)[O-])cc(c23)C(=O)N1CCO,97,4,-7,4,0,4,-33,-4,5,-1.1
CC(c1ccccc1)N1C(=O)/C(=C/c2ccncc2)SC1=S (stereo not given),94,2,1,3,15,5,-19,-13,10,-0.5
O=C(NC(=S)NC1C2CC3CC(C2)CC1C3)c1ccccc1 (stereo not given),101,6,-10,-4,16,-3,-3,-7,-13,5.3
COc1ccc(-c2nc(NC(=O)Cn3ccc(C(F)(F)F)n3)sc2C)cc1,103,0,7,-4,19,-1,8,-20,-7,6.7
CNC(=O)/C(=C\c1ccco1)NC(=O)c1ccco1,98,2,-7,3,4,6,7,-1,-1,-1.3
Cc1ccc(C(=O)OC2CCN(c3ccc([N+](=O)[O-])cc3)CC2)cc1,102,-4,-17,3,7,4,-17,-6,-9,-1.0
CC(C)Oc1ccc(F)cc1-c1cc(C(=O)NCc2cccs2)[nH]n1,88,-8,·,0,-5,5,-37,-9,8,-2.6
CC(=O)N1N=C(c2cccc(Cl)c2)OC1c1cccc([N+](=O)[O-])c1 (stereo not given),92,7,2,0,4,-6,13,1,7,1.5
CC1=C(C(=O)Nc2ccccc2C)C(c2ccc(C)o2)n2c(s/c(=C/c3ccccc3)c2=O)=N1 (stereo not given),107,-1,12,0,4,-4,-18,8,-5,-1.5
CCS(=O)(=O)Nc1cc(-c2nc3cccnc3s2)ccc1C,102,0,0,-4,1,5,-20,20,-7,-2.0
Cc1sc(N)nc1-c1cccs1,98,-3,-8,1,7,6,-11,-4,-14,-3.0
O=C(Nc1sc2c(c1C(=O)O)CCCCC2)c1ccccc1,99,0,-9,-12,3,-7,-52,-17,-2,-1.5
CCOc1ccc(NC(=O)N(C2CCCCC2)C(C)c2ccncc2)cc1 (stereo not given),89,-2,-5,0,1,-5,-4,-5,-1,-2.1
Cc1cc(S(=O)(=O)c2cc3ccc(O)c(C)c3oc2=O)ccc1F,97,8,-5,1,1,16,-31,-6,1,2.6
COc1ccccc1NC(=O)C1=C(C)NC(SCC(=O)Nc2ccc(C(=O)O)cc2)=C(C#N)C1c1cccs1 (stereo not given),97,5,-2,3,27,-2,-22,-3,6,0.3
Cc1cc(C(C)(C)C)cc(C)c1COC(=O)CN1C(=O)NC2(CCCC2)C1=O,100,-3,-4,-4,6,-9,0,-15,3,0.3
Nc1nonc1-n1nnc(C(=O)N/N=C/c2cc(Br)ccc2O)c1CNc1ccccc1,99,-3,3,-5,7,-7,-9,46,-4,-4.0
OCC[C@@H]1C[C@@H](O)[C@H](O)[C@@]2(CCc3ccccc3CO2)O1,95,5,-6,0,-2,-6,-9,12,7,-1.7
CCc1nc2c(OCC(=O)c3ccc(F)cc3)cccn2c1N(C)C(=O)c1ccc(OC)cc1,97,-2,·,-2,2,9,-24,2,-7,-0.8
S=C(NN=C(C1CC1)C1CC1)Nc1ccccc1,99,2,-10,0,-12,-3,-52,-6,-14,-0.6
CC(C)n1ncc2c(C(=O)N3CCN(Cc4ccc(Br)s4)CC3)cc(C3CC3)nc21,96,9,-14,-3,11,-6,-18,-1,-4,1.9
O=C(Nc1cccc(Oc2c(F)c(F)c(F)c(F)c2F)c1)N1C[C@@H]2C[C@@H](C1)c1cccc(=O)n1C2,105,-5,-6,0,8,-3,-15,7,4,-1.1
S=c1[nH]nc(NCCCN2CCOCC2)s1,98,5,5,2,-4,-6,-17,6,-4,-1.9

# These rows are one share of the data, so the mix of outcomes need not match the whole.
